# Cav32 inh: blocks human Cav3.2 T-type calcium channel; O95180; Cav3.2-expressing cells, Fluo-4 calcium fluorescence FDSS; stronger effect = lower value; B-score at 10 µM; 4% of 100,000 active; AID 449739;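 active = single-dose well whose peak fluorescence ratio is a statistical outlier from its plate by either plate-standardised score or position-corrected B-score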
# Target sequence (O95180 whole entry, looked up): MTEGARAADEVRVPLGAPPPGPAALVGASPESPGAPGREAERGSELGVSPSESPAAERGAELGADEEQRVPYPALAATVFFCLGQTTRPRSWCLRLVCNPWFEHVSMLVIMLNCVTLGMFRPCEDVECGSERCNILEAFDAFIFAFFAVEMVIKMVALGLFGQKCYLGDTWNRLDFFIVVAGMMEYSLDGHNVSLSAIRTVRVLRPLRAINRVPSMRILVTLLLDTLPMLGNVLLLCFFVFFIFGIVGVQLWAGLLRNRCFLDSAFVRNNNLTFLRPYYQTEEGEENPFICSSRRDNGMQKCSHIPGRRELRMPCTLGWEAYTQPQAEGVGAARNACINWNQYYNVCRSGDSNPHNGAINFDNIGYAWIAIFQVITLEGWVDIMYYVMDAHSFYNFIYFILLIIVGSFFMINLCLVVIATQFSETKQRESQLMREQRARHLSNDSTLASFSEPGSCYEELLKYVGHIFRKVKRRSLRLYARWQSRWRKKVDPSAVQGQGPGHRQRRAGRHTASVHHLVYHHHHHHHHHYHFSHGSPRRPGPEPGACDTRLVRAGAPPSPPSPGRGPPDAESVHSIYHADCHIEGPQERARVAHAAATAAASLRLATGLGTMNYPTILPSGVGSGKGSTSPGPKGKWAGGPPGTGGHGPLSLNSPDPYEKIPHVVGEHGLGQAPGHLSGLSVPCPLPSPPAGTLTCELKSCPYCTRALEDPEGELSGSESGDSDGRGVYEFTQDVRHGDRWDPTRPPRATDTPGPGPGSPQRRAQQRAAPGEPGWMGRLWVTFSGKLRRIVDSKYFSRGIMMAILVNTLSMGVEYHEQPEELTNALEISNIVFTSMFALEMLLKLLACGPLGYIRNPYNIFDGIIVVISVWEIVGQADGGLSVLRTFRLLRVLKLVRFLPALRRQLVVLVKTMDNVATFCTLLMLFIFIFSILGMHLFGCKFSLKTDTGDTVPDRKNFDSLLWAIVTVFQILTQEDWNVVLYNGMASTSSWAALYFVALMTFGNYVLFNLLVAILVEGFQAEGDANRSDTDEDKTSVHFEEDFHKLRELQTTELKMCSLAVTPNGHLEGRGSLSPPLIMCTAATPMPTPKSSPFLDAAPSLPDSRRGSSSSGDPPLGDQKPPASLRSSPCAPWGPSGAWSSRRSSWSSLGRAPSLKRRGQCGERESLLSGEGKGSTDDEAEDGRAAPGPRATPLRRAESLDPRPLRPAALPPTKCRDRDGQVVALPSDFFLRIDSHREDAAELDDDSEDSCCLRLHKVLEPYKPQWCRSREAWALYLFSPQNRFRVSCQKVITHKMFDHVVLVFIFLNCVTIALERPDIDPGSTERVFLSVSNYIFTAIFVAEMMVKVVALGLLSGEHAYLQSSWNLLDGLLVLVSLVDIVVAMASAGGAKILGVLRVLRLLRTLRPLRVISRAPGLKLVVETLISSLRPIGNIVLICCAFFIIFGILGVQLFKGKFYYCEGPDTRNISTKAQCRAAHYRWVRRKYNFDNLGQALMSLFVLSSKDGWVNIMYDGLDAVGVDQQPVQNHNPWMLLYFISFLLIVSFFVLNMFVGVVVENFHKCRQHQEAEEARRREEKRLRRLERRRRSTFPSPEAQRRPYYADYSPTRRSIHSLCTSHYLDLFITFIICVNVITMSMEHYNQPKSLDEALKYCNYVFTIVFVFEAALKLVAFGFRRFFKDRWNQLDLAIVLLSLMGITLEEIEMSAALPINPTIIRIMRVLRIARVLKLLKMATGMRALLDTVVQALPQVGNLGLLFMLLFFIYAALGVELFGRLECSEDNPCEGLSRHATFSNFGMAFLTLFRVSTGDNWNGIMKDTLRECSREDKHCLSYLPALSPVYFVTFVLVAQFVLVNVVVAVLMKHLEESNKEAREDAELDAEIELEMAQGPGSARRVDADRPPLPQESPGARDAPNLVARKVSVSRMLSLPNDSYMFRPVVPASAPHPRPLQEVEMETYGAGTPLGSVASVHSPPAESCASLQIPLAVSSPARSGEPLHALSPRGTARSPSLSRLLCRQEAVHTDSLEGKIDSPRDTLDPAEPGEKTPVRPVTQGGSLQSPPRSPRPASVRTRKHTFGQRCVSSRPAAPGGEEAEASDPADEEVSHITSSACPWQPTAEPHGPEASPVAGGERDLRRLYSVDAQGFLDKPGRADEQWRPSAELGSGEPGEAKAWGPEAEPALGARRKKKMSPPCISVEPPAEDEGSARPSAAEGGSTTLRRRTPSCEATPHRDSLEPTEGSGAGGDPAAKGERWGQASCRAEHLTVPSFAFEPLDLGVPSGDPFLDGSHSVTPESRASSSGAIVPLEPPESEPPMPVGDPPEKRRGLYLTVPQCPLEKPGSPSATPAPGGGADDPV
# Active calls of the source: *. These rows are one share of the data; count on the stated rates, not on these rows.
SMILES,Cav32 inh
C/C(=N\NC(=O)c1nn(C)cc1Br)c1cccc(NC(=O)C2CCCC2)c1,2.45
CCOC(=O)N1CCN(C(=O)CCCn2c(=S)[nH]c3ccc(Br)cc3c2=O)CC1,2.37
O=C(Nc1ccc(Br)cc1)c1ccccc1CC[N+](=O)[O-],0.0174
CCCCSc1nc(O)c(C2OC(=O)c3c2ccc(OC)c3OC)c(=O)n1C (stereo unspecified),0.261
O=C(c1ccc(COc2ccc(F)cc2)o1)n1cccn1,-0.23
CC(C)(C)n1nc2c(c1NC(=O)Cc1cccc3ccccc13)CS(=O)C2 (stereo unspecified),0.113
Nn1c(SCC(=O)N2CCCCCC2)nnc1-c1ccncc1,0.249
COCc1cc(C)nc(OCC(=O)N/N=C/c2cc(C)n(-c3c(C)cccc3C)c2C)c1C#N,-4.37*
COc1ccc(S(=O)(=O)N2CCc3ccccc3C2)cc1OC,0.0727
CCCc1cc(NCC2CCCO2)n2c(nc3ccccc32)c1C#N (stereo unspecified),2.3
COc1ccc([C@H]2/C=C\CN(S(=O)(=O)c3cccc4cccnc34)[C@@H](C)C(=O)N2Cc2ccc(F)cc2)cc1,-2.56
Cc1c(C#N)sc2nc(-c3ccccc3)nc(N3CCCC3)c12,-0.00579
N#Cc1ccsc1NC(=O)COc1ccc(-c2nnco2)cc1,-0.302
CCOc1ccc(N(CC(=O)Nc2ccccc2)S(C)(=O)=O)cc1,-0.598
Cc1cc(C)n(C(=O)Cn2nc(C(F)F)cc2C)n1,-0.0498
O=C(O)CNS(=O)(=O)c1cccc2nsnc12,-0.585
CCCOc1ccc(N2C(=O)CC(SC(=NCC)Nc3cccc(F)c3)C2=O)cc1 (stereo unspecified),0.304
COCCSc1ccccc1C(=O)NCc1ccco1,-0.158
COc1ccc(-c2cn3c(C)c(C(=O)Nc4cccc(NC(C)=O)c4)sc3n2)cc1,-0.176
CCN(CC)C(=O)C(=O)c1cccn1-c1ccccc1C#N,0.00868
CCOC(=O)c1ccc(NC(=O)CCc2nc(-c3cccc(C)c3)no2)cc1,-0.892
Cc1ccc(SC(CC(=O)c2ccc(C)cc2)C(=O)O)cc1 (stereo unspecified),0.676
COC(=O)c1cc(S(=O)(=O)N2CCC(C)CC2)ccc1F,0.414
CCOC(=O)c1ccc(NC2c3ncccc3C(=O)N2Cc2ccc(F)cc2)cc1 (stereo unspecified),-2.65
c1ccc2[nH]c(SN3CCOCC3)nc2c1,-0.00722
O=C(O)COc1ccc2c(c1)OCCO2,0.39
CCOc1ccc(OCC)c(NC(=O)C2C3C=CC(O3)C2C(=O)NCc2ccco2)c1 (stereo unspecified),1.12
COC(=O)CCCC1=CC2=C(c3ccccc3)C(=O)C(C)(OC(=O)C3CCCC3)C(=O)C2=CN1CCCCO (stereo unspecified),1.42
CC(C(=O)N1CCN(C)CC1)N1C(=O)c2ccccc2C1=O (stereo unspecified),0.136
CC1=CC(c2ccccc2)n2nc(NS(=O)(=O)c3ccc(C)cc3)nc2N1 (stereo unspecified),-0.00997
Cc1c(Cl)cccc1N1CC(C(=O)Nc2nccs2)CC1=O (stereo unspecified),-0.0441
CC(c1ccccc1)n1cc(C(=O)NCCN2CCOCC2)nn1 (stereo unspecified),0.013
COC(=O)c1cc(=O)nc2scc(C)n12,0.976
Cc1cc(C)c2c(=O)[nH]c(SCC(=O)c3ccc(C(C)C)cc3)nc2n1,-1.08
CCN(CC)C(=O)CN(c1cc2c(cc1OC)oc1ccccc12)S(=O)(=O)c1ccccc1,-3.39
CCCCC(O)(C(NC=O)C(=O)OC)C(F)(F)F (stereo unspecified),0.553

# Records listed above printed as active in Cav32 inh:
SMILES,Cav32 inh
COCc1cc(C)nc(OCC(=O)N/N=C/c2cc(C)n(-c3c(C)cccc3C)c2C)c1C#N,-4.37*

# Continuation.
SMILES,Cav32 inh
COc1cccc(-c2csc(N3CCN(C(=S)Nc4ccc(Cl)cc4)CC3)n2)c1,-1.29
O=C(/C=C/c1ccccc1)NCCSc1ccc(Cl)cc1,-4.25*
CCCOc1ccc(C(CC(=O)O)NS(=O)(=O)c2ccc(NC(C)=O)cc2)cc1 (stereo unspecified),0.634
COc1ccc(NC(=O)C2CCN(c3cc(C)nc(-c4ccccc4)n3)CC2)cc1,-5.94*
CS(=O)(=O)c1nc(-c2ccc(Br)cc2)cc(-c2ccccc2)c1C#N,1.11
O=C(O)c1ccccc1CSc1ncn[nH]1,-2.04
CCOC(=O)c1nnn(-c2nonc2N)c1-c1ccccc1,0.223
Cc1noc(C)c1CSc1cc(C)c2ccccc2n1,-0.764
C=CCn1c(=O)c(C(=O)NCCc2ccccc2)c(O)c2ccccc21,-1.03
CCOC(=O)C1=C(N)OC2=C(C(=O)CCC2)C1c1cccnc1 (stereo unspecified),0.0274
CN(C)CCNc1oc(COc2ccc(Cl)cc2Cl)nc1C#N,0.35
CC(=O)Nc1ccc(Oc2cc(C#N)c(C#N)cc2N2CCOCC2)cc1,-1.13
CCCN(c1ccc(C(C)C)cc1)S(=O)(=O)c1c(C)noc1C,-2.47
O=S(=O)(c1ccc(Cl)cc1)N1CCCC1c1nc(-c2ccc(Cl)cc2)no1 (stereo unspecified),0.76
O=C(CCCc1nc(-c2ccccc2)no1)Nc1cccnc1,0.17
COc1ccc(OC)c(NS(=O)(=O)c2ccc3c(c2)CCC(=O)N3)c1,0.977
CCc1ccc(-c2cc(C(F)(F)F)n3nc(C(=O)Nc4cnn(Cc5ccccc5C)c4)cc3n2)s1,-1.56
CCOc1ccccc1N(CC(=O)Nc1ccccc1C(=O)OC)S(C)(=O)=O,0.268
COC(=O)C1=C(C)N(CCc2ccc(OC)c(OC)c2)C(=O)/C1=C\N(C)C,-0.812
Cn1c(CN2CCCCC2)nc2cc(NC(=O)c3ccc(F)cc3)ccc21,1.68
CCc1nn(-c2cc(Cl)ccc2OC)c2c1C(=O)CCC2,-1.6
CC(C)CC(=O)c1c[nH]c(C(=O)NCCCn2ccnc2)c1,0.775
CC(=O)N=C(N)Sc1nc2ccccc2[nH]1,1.23
c1ccc(-c2nnc3ccc(N4CCC5(CC4)OCCO5)nn23)cc1,-1.67
OC1(Cc2ccn[nH]2)CCCCC1,0.735
CN(C)C=Nc1ncc2c([nH]c3ccccc32)c1C#N,1.04
Cc1cccc(OC(=O)c2ccc3nccnc3c2)c1,-0.182
O=C1Nc2ccccc2/C1=N\c1sc2c(c1C(=O)Nc1ccccc1)CCCC2,-0.624
O=C(c1cn(-c2ccccc2)nc1-c1cccs1)N1CCN(c2ccccc2)CC1,-3.73
CCOc1ccc(-c2nc(-c3cccnc3)no2)cc1,0.485
Oc1ccc(/C=N/n2c3ccccc3c3ccccc32)cc1,-1.51
CCOc1cc(N2CCOCC2)c(OCC)cc1NC(=O)CCC1CCCC1,2.99
COc1ccc(NS(=O)(=O)c2cccc(-c3nnc4n3CCCCC4)c2)cc1,-0.0349
O=C(NCc1ccc(F)cc1)c1ccc(CS(=O)(=O)Cc2ccc(F)cc2)o1,-1.38
Cc1ccc(S(=O)(=O)N2CCOCC2)c(C)c1-n1cnnn1,0.475
CC1CN=C(N(C(=O)Nc2ccccc2)c2ccc(S(=O)(=O)N3CCOCC3)cc2)S1 (stereo unspecified),-3.13
O=c1oc2ccccc2n1CCc1ccccc1,0.00964
Cc1ccc(Nc2ncnc3sc(C)c(C)c23)cc1,-1.99
CCOC(=O)N1CCN(CCC(=O)c2ccc(Cl)cc2)CC1,1.94
OCCNc1nc(N2CCN(Cc3ccccc3)CC2)nc2ccccc12,-0.128
CCc1ccc(N2CC34C=CC(O3)C(C(=O)OC(C)C)C4C2=O)cc1 (stereo unspecified),0.348
CCOC(=O)C[C@H]1c2ccccc2S(=O)(=O)N1c1cccc(OC)c1,-0.604
CCOC(=O)c1nn(-c2ccc(OC)cc2)c(=O)c2c(N)scc12,-0.186
O=C(c1ccco1)N1CCN(C(=O)C2CCN(S(=O)(=O)c3cccs3)CC2)CC1,0.706
CCCCNC(=O)CSc1nc2n[nH]c(C)c2c(=N)n1-c1cccc(Cl)c1C,-1.13
Cc1cccc(CSc2ncc(CO)n2C)c1,1.18
Cc1cc(NC(=O)Cn2c(C)nc3ccccc3c2=O)ccc1Br,-2.24
CCOc1ccc(N2CC(C(=O)Nc3ccccc3F)CC2=O)cc1 (stereo unspecified),0.954

# 6 compounds picked at random from those above, as already listed:
SMILES,Cav32 inh
CCOC(=O)C[C@H]1c2ccccc2S(=O)(=O)N1c1cccc(OC)c1,-0.604
CCCCNC(=O)CSc1nc2n[nH]c(C)c2c(=N)n1-c1cccc(Cl)c1C,-1.13
Cc1cccc(CSc2ncc(CO)n2C)c1,1.18
CCOC(=O)c1nn(-c2ccc(OC)cc2)c(=O)c2c(N)scc12,-0.186
O=c1oc2ccccc2n1CCc1ccccc1,0.00964
OCCNc1nc(N2CCN(Cc3ccccc3)CC2)nc2ccccc12,-0.128

# Sorted by SMILES length (highest first): some entries from above
SMILES,Cav32 inh
CCc1ccc(-c2cc(C(F)(F)F)n3nc(C(=O)Nc4cnn(Cc5ccccc5C)c4)cc3n2)s1,-1.56
COc1ccc(NC(=O)C2CCN(c3cc(C)nc(-c4ccccc4)n3)CC2)cc1,-5.94*
CCOc1ccc(-c2nc(-c3cccnc3)no2)cc1,0.485

# (cont.)
SMILES,Cav32 inh
Cc1ccc(S(=O)(=O)N(C)Cc2nc(-c3ccncc3)no2)cc1,0.72
COc1ccc(C2/C=C\CN(C(=O)NC(C)C)CC(=O)N2Cc2ccc(F)cc2)cc1 (stereo unspecified),0.717
CCCCNCc1cc(OCC)c(OCC(N)=O)cc1Br,0.261
CC(C(=O)OCc1nnc(-c2ccccc2)o1)N1C(=O)c2ccccc2C1=O (stereo unspecified),1.04
COc1ccc(NC2=NCCC2)cc1,1.38
CCOc1ccccc1-n1c(COc2ccc(C)cc2)nnc1SCC(N)=O,0.00785
Cn1nnnc1SCC(=O)c1c(N)n(C)c(=O)n(C)c1=O,0.802
COC(=O)Nc1nnc(Cc2ccc(OC)cc2)s1,1.26
O=C(Nc1cc2nn(-c3ccccc3)nc2cc1Cl)c1ccco1,-0.331
OCc1n[nH]c(CO)n1,-0.572
Cc1cccc(N(CC(=O)NC2CCCC2)C(=O)c2cc3cc4cccc(C)c4nc3s2)c1C,-3.26*
CC(=O)Nc1c(NC(C)C)c2ccccc2oc1=O,0.286
O=C(NCc1ccc(N2CCCC2=O)cc1)c1cn(CCc2ccccc2)nn1,0.585
COc1ccc(C2/C(=C(\O)c3cc(C)ccc3C)C(=O)C(=O)N2CCN(C)C)cc1OC (stereo unspecified),0.309
Cn1ccnc1SCC(=O)Nc1ccc2nc(SCC(=O)NC3CC3)sc2c1,-0.773
COc1ccc(N2CCN(C(=O)Cn3nnc(-c4cccs4)n3)CC2)cc1,0.712
CC(C)(C)n1nnnc1C(c1ccc(F)cc1)N(Cc1ccc(F)cc1)Cc1ccco1 (stereo unspecified),-6.25*
O=c1c2c3nc4ccccc4nc3n(-c3ccc4c(c3)OCCO4)c2ncn1C1CCCC1,-0.459
O=C(O)CCc1c(C(=O)O)[nH]c2ccccc12,0.0542
COCCN(CC(=O)Nc1ccccc1)S(=O)(=O)c1ccc(S(=O)(=O)N2CCCC2)cc1,0.523
COc1cccc(-c2nnc(NC(=O)c3ccccc3Br)o2)c1,-0.459
OCCNc1nc(Nc2ccccc2)nc2ccccc12,-0.919
c1ccc(-c2nnnn2CCOCCn2nnnc2-c2ccccc2)cc1,-0.628
COc1cccc(CN2CCN(Cc3cc(OC)c(OC)cc3[N+](=O)[O-])CC2)c1,1.36
CCOC(=O)C1=C(C)NC(=O)NC1c1ccc(OCCO)c(OC)c1 (stereo unspecified),0.172
Cc1nc(N2CCc3ccccc3C2)[nH]c(=O)c1CCC(C)C,-0.696
COC(=O)c1ccc(NC(=O)NS(=O)(=O)c2ccc(C)cc2)cc1,-0.354
O=C(NC1CCCC1)C1CCCN1S(=O)(=O)c1cccc2cccnc12 (stereo unspecified),0.462
Nc1c(C(=O)OCC2CCCO2)c2nc3ccccc3nc2n1C1CCCCC1 (stereo unspecified),-0.341
CC(=O)N(Cc1ccccc1)c1ncc2c(n1)c(=O)c(C#N)c1ccccn12,0.154
O=C(Nc1cc(Cl)ccc1N1CCOCC1)c1cnccn1,-1.59
CC(=O)Nc1ccc(S(=O)(=O)Oc2ccc(/C=N/NC(=O)c3ccc(Cl)cc3)cc2)cc1,0.364
S=c1[nH]nc(-c2ccc(Cl)cc2)n1Cc1ccccc1,-3.62
O=C(NCC1(c2ccccc2)CCCC1)C1(c2ccccc2)CCCC1,-6.57*
Cn1[nH]c(=O)c2ccccc2c1=O,0.889
COc1ccc(OCC(=O)Nc2ccccc2C(=O)N2CCCC2)cc1,0.988
C=CCOC(=O)Nc1snnc1C,-0.444
O=C1CC(c2ccccc2)N1c1ccccc1 (stereo unspecified),0.562
COc1ccc(C(=O)CN2C(=O)NC(C)(c3ccccc3)C2=O)cc1OC (stereo unspecified),-0.142
CCCCCn1c(CN2CC(C)OC(C)C2)nc2c1c(=O)n(C)c(=O)n2C (stereo unspecified),0.33
Cc1c(C(=O)OCC2CCCO2)[nH]c2c1C(=O)CC(c1ccc(N(C)C)cc1)C2 (stereo unspecified),-0.91
Nn1c(SCC(=O)Nc2ccc(F)cc2F)nnc1-c1cccnc1,0.881
COc1ccc(C(=O)NCCc2nnc(SCC(=O)Nc3ccc(Br)cc3)n2C)cc1,0.208
O=S(=O)(NCCc1cn2ccccc2n1)c1ccc2c(c1)CCCC2,1.26
O=C(CSc1ncccn1)NCc1ccc(F)cc1,-0.282
Cn1ncc2c(Nc3ccc(-c4ccccc4)cc3)ncnc21,-0.319
COc1ccccc1OCC(=O)N1CCN(c2ccccc2OC)CC1,-2.11
CC(=O)NC(CC(C)C)C(=O)NC(CO)C(=O)NC(CCC(=O)O)C(=O)NC(C)C(=O)NC(CC(C)C)C(N)=O (stereo unspecified),0.617

# Part of the list above, field by field.
compound: O=S(=O)(NCCc1cn2ccccc2n1)c1ccc2c(c1)CCCC2
  Cav32 inh: 1.26

compound: Nn1c(SCC(=O)Nc2ccc(F)cc2F)nnc1-c1cccnc1
  Cav32 inh: 0.881

compound: CCCCCn1c(CN2CC(C)OC(C)C2)nc2c1c(=O)n(C)c(=O)n2C (stereo unspecified)
  Cav32 inh: 0.33

compound: Cc1c(C(=O)OCC2CCCO2)[nH]c2c1C(=O)CC(c1ccc(N(C)C)cc1)C2 (stereo unspecified)
  Cav32 inh: -0.91

# Screens from PubChem BioAssay.
